Screening results deposited in PubChem BioAssay by National Center for Advancing Translational Sciences (NCATS).
IkB signaling – IkB Signaling | Potency, µM (doses to about 57.1 µM), for the others: top-dose IkBa stabilization activation | ABC-DLBCL IkBa-CBG/CBR dual luciferase ratio, 4 h; response scale: scaled: untreated 0%, proteasome inhibitor 100% | 110,000 compounds, 0.04% hits; active means well fitted curve in the direction sought with a large enough effect in the signal ratio, not every such curve was filed as active; inconclusive means small, poorly fitted or top-dose-only effect, or a change in a side signal; the % refers to the signal ratio;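 further: the direction sought is a rising ratio; 0% = basal untreated cells and 100% = reference inhibitor full response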
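Luminescence ratio of IκBα-fused green versus native red beetle luciferase in OCI-Ly3 cells, 4 h post-doxycycline with compound; red signal alone, scaled from basal (0%) to zero light (-100%), flagged nonspecific or cytotoxic effects.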
Peg3 imprint – qHTS Assay for Compounds that Induce Erasure of Genomic Imprints; 110,000 compounds, 0.02% hits; Potency, µM (titrated, usually from 60.7 µM), for the others: top-dose activity change, positive = activation, most hits filed as activators; AID 1948, 2009; mouse ES Peg3-LacZ reporter, beta-gal luminescence, 40 h;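 further: 0% = negative control wells on the plate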
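Imprint erasure is scored as LacZ activity from the silenced maternal Peg3 allele in feeder-free female ES cells cultured 40 h with LIF. Luminescence is normalized to in-plate negative controls and fitted to the Hill equation.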
p53ts 39C tox – qHTS Screen for Compounds that Selectively Target Cancer Cells with p53 Mutations: Cytotoxicity of p53ts Cells at the Nonpermissive Temperature. 130,000 compounds, 1.5% hits. H1299-p53A138V viability at 39C, ATP luminescence, 24 h. Potency, µM (doses to about 46.1 µM), for inactives: at the top dose activity change, negative = cell killing, actives largely listed as cytotoxic. AID 902, 2007; further: nearly all actives have a fitted effect of over 55% in size
p53ts 32C kill – qHTS Screen for Compounds that Selectively Target Cancer Cells with p53 Mutations: Cytotoxicity of p53ts Cells at the Permissive Temperature | H1299-p53A138V at 32C, ATP luminescence viability, 24 h | Potency, µM (series often up to 46.1 µM), for inactives: at the top dose activity change, negative = cytotoxicity, hits mostly cytotoxic | 130,000 compounds, 0.93% hits;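 further: 0% = DMSO and -100% = full killing by reference compound; nearly all actives have a fitted effect of over 55% in size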
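ATP-content luminescence (ATPlite) read-out after 24 h compound exposure at 32C in H1299-p53A138V cells (600/well). Tested up to 46 uM. Normalized to DMSO (0%) and 100 uM tamoxifen (100% killing); Hill-fit AC50.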
* marks the source's active call; other numbers are inactive results; ? = inconclusive; nt = no result given; [ ] = remark or other dose. Unless noted, the call rests on the fitted dose curve; in most records, active means well fitted curve in the direction sought with a large enough effect; inconclusive means small, poorly fitted or top-dose-only effect, or another doubt; inactive means no such curve, though single readings can be large; an effect the other way counts as inactive or inconclusive. Unless noted, on the % scale 0 is the no-effect control and ±100 the full control effect; potency means the concentration at half of the fitted maximal effect.

The first 19 records (preview)
SMILES	IkB signaling	Peg3 imprint	p53ts 39C tox	p53ts 32C kill
COc1ccc(C2CC(=O)c3cc(-c4nc(-c5cccc([N+](=O)[O-])c5)cs4)c(=O)n(-c4ccccc4C)c3C2)cc1 (stereo not drawn)	?	11%[10.9 µM]	4%	9%
CCOC(=O)CS(=O)(=O)c1nc(-c2ccccc2)cc(C(F)(F)F)n1	?	-38%[inhibitor]	-87%	?
O=c1[nH]c(=O)n(CCOc2ccc(Cl)cc2)cc1Br	-0.8%	-22%	-11%	0%
N[C@H](CCCC(=O)O)C(=O)O	-8.4%	nt	11%	-15%
N#CCCn1cc(/C=N/NC(=O)c2ccncc2)c(-c2ccc(F)cc2)n1	nt	nt	15%	9%
CCc1cc2c(NC(C(=O)O)C(C)C)ncnc2s1 (stereo not drawn)	0.6%	1%	13%	7%
COc1ccc(NC(=O)Cn2c(=O)n(-c3cccc(C)c3)c(=O)c3c2c2cc(C)ccc2n3C)cc1Cl	?	-11%[10.9 µM]	13%	-6%
O=C(NCc1cccnc1)c1ccc2c(c1)OCO2	-1.1%	-6%	14%	0%
COc1ccc(N2CC(C(=O)NCCCN3CCOCC3)CC2=O)cc1 (stereo not drawn)	3.1%	4%	8%	-1%
Cc1cccc(NC(=O)c2cc(S(=O)(=O)N3CCCCCC3)cn2C)c1C	?	-13%[10.9 µM]	1%	2%
CCc1ccccc1NS(=O)(=O)c1ccc2[nH]cc(C(=O)NCC3CCCO3)c(=O)c2c1 (stereo not drawn)	1.8%	-6%	-6%	-7%
CC(=O)N1CCc2cc(S(=O)(=O)NC(Cc3ccccc3)C(=O)NCc3ccccc3Cl)ccc21 (stereo not drawn)	0.5%	-6%[10.9 µM]	14%	5%
Cc1ccc(Nc2sc(C(=O)c3ccc(F)cc3)c(N)c2S(=O)(=O)c2ccc(C)cc2)cc1	-2.9%	-12%[10.9 µM]	-2%	5%
O=C(CCn1c(=O)c2cccn2c2cccnc21)N1CCN(c2ccc(F)cc2)CC1	0.4%	-11%[10.9 µM]	0%	-7%
OCCO	-2.2%	12%	17%	6%[1.84 µM]
CCOC(=O)c1sc2nc(SCC#N)n(CC3CCCO3)c(=O)c2c1C (stereo not drawn)	1.1%	-11%	-11%	-2%
COc1cc(-c2nc(-c3ccccc3)c(-c3cc([N+](=O)[O-])ccc3C)[nH]2)cc(OC)c1OC	nt	nt	-3%	1%
O=C(NCCN1CCOCC1)c1cc(-c2cccs2)on1	?	-23%	-7%	-6%
Cc1occc1-c1n[nH]c(=S)n1CC(C)C	nt	nt	18%	7%

The list itself, from the first entry:
SMILES	IkB signaling	Peg3 imprint	p53ts 39C tox	p53ts 32C kill
COc1ccc(C2CC(=O)c3cc(-c4nc(-c5cccc([N+](=O)[O-])c5)cs4)c(=O)n(-c4ccccc4C)c3C2)cc1 (stereo not drawn)	?	11%[10.9 µM]	4%	9%
CCOC(=O)CS(=O)(=O)c1nc(-c2ccccc2)cc(C(F)(F)F)n1	?	-38%[inhibitor]	-87%	?
O=c1[nH]c(=O)n(CCOc2ccc(Cl)cc2)cc1Br	-0.8%	-22%	-11%	0%
N[C@H](CCCC(=O)O)C(=O)O	-8.4%	nt	11%	-15%
N#CCCn1cc(/C=N/NC(=O)c2ccncc2)c(-c2ccc(F)cc2)n1	nt	nt	15%	9%
CCc1cc2c(NC(C(=O)O)C(C)C)ncnc2s1 (stereo not drawn)	0.6%	1%	13%	7%
COc1ccc(NC(=O)Cn2c(=O)n(-c3cccc(C)c3)c(=O)c3c2c2cc(C)ccc2n3C)cc1Cl	?	-11%[10.9 µM]	13%	-6%
O=C(NCc1cccnc1)c1ccc2c(c1)OCO2	-1.1%	-6%	14%	0%
COc1ccc(N2CC(C(=O)NCCCN3CCOCC3)CC2=O)cc1 (stereo not drawn)	3.1%	4%	8%	-1%
Cc1cccc(NC(=O)c2cc(S(=O)(=O)N3CCCCCC3)cn2C)c1C	?	-13%[10.9 µM]	1%	2%
CCc1ccccc1NS(=O)(=O)c1ccc2[nH]cc(C(=O)NCC3CCCO3)c(=O)c2c1 (stereo not drawn)	1.8%	-6%	-6%	-7%
CC(=O)N1CCc2cc(S(=O)(=O)NC(Cc3ccccc3)C(=O)NCc3ccccc3Cl)ccc21 (stereo not drawn)	0.5%	-6%[10.9 µM]	14%	5%
Cc1ccc(Nc2sc(C(=O)c3ccc(F)cc3)c(N)c2S(=O)(=O)c2ccc(C)cc2)cc1	-2.9%	-12%[10.9 µM]	-2%	5%
O=C(CCn1c(=O)c2cccn2c2cccnc21)N1CCN(c2ccc(F)cc2)CC1	0.4%	-11%[10.9 µM]	0%	-7%
OCCO	-2.2%	12%	17%	6%[1.84 µM]
CCOC(=O)c1sc2nc(SCC#N)n(CC3CCCO3)c(=O)c2c1C (stereo not drawn)	1.1%	-11%	-11%	-2%
COc1cc(-c2nc(-c3ccccc3)c(-c3cc([N+](=O)[O-])ccc3C)[nH]2)cc(OC)c1OC	nt	nt	-3%	1%
O=C(NCCN1CCOCC1)c1cc(-c2cccs2)on1	?	-23%	-7%	-6%
Cc1occc1-c1n[nH]c(=S)n1CC(C)C	nt	nt	18%	7%
O=C(NCCc1ccccc1Cl)C1CCN(c2nc3ccccc3nc2C(F)(F)F)CC1	-0.5%	14%[10.9 µM]	24%	3%
CCN(CCC(=O)Nc1cc(OC)cc(OC)c1)Cc1ccccc1	-0.6%	-8%	5%	-2%
Cn1c(COc2ccc3ccccc3c2)nnc1SCC(=O)O	3.3%	-5%	-20%	-25%
CCCn1c(SCC(=O)Nc2ccccc2C(=O)OCC)nc2c1c(=O)n(C)c(=O)n2C	0.0%	-1%	1%	3%
O=c1oc2ccccc2n1Cc1ccccc1Cl	0.9%	-9%	-1%	1%
CCC1CO1 (stereo not drawn)	1.7%	-2%	5%	-3%[1.84 µM]
COc1ccc(Cc2nc3ccccc3n2Cc2ccccc2F)cc1	2.9%	-16%[10.9 µM]	-16%	11%
O=C(CCS(=O)CCC(=O)NCc1ccccc1)NCc1ccccc1	1.4%	-2%	-3%	4%
Cc1cc(C)n(C(=O)c2cccc(S(=O)(=O)N3CCCC3)c2)n1	1.1%	-4%	0%	1%
COc1cc2ccccc2cc1C(=O)Nc1cccc(-c2nc3cc(C)c(C)cc3o2)c1C	6.9%	-10%[10.9 µM]	9%	-7%
CCCc1cc(=O)[nH]c(SCC(=O)N2CCC(C(=O)OCC)CC2)n1	-0.2%	29%	6%	8%
CC(C)c1ccc(OCC(O)Cn2cnc3ccccc32)cc1 (stereo not drawn)	-0.5%	-19%	0%	0%
O=C(Cn1c(SCC(=O)N2CCc3ccccc32)nc2ccccc21)NC1CCCC1	nt	nt	8%	7%
Cc1nc(-c2ccc(Cl)cc2)sc1CCNC(=O)C(=O)Nc1ccccc1C#N	-1.0%	-7%[10.9 µM]	-21%	0%
O=C(CSc1nnc(-c2ccco2)n1Cc1ccccc1)NC(=O)NCc1ccccc1	?	-16%	-10%	15%
O=C(O)CCc1ccc(-c2ccc(Cl)cc2)n1-c1cccc(C(F)(F)F)c1	?	-10%[10.9 µM]	-20%	-2%
Cc1ccc(-n2c(SCC(=O)NCc3ccc(F)cc3)nc3c([nH]c4ccccc43)c2=O)cc1	-0.8%	-6%[10.9 µM]	5%	-1%
Nc1nc(CN2CCN(Cc3ccccc3)CC2)nc(Nc2ccc3c(c2)OCCO3)n1	-0.2%	-26%	-16%	-5%
O=C(Nc1ccc(Cl)c(Cl)c1)C1CC(=O)N(c2ccc(Br)cc2)C1 (stereo not drawn)	nt	nt	15%	-8%
COCCn1c(C)cc(C(=O)COC(=O)c2c(C)nn(Cc3ccccc3)c2C)c1C	?	10%	11%	7%
O=C1CC(c2ccccc2)n2nc(NC(=O)c3cccs3)nc2N1 (stereo not drawn)	0.4%	-1%	14%	2%

Taken from above.
For Peg3 imprint, `CCCc1cc(=O)[nH]c(SCC(=O)N2CCC(C(=O)OCC)CC2)n1` shows 29%
For p53ts 39C tox, `Cc1cc(C)n(C(=O)c2cccc(S(=O)(=O)N3CCCC3)c2)n1` shows 0%

The results go on:
SMILES	IkB signaling	Peg3 imprint	p53ts 39C tox	p53ts 32C kill
COCCn1c(=O)c(CCc2ccccc2)nc2cnc(Oc3cccc(Cl)c3)nc21	2.1%[11.4 µM]	nt	-17%	1%
CCCn1c(=O)c(C(=O)Nc2ccccc2C(=O)OC)c(O)c2ccccc21	?	7%	1%	-1%
Cc1cccc(NC(=O)COc2ccccc2C)n1	1.7%	-35%[inhibitor]	-24%	-19%
COc1ccc(CCNc2oc(COc3ccc(Br)cc3)nc2C#N)cc1OC	?	-19%	-21%	?
Cc1ccc(N2CC(C(=O)Nc3ccc4c(c3)OCCO4)CC2=O)cc1 (stereo not drawn)	1.3%	-4%	3%	3%
COc1ccc(CC(=O)N2CC3(C)CC2CC(C)(C)C3)cc1OC (stereo not drawn)	?	-15%	-10%	14%
CCC(C)NC(=O)CSCc1nc(-c2ccc(C)cc2)oc1C (stereo not drawn)	?	-13%[10.9 µM]	-12%	-6%
CC(C)(C)OC(=O)N1CC(O)CC1C(=O)OCC(=O)c1ccccc1 (stereo not drawn)	nt	nt	15%	3%
